Abeta rescue: qHTS for compounds that reverse cellular toxicity of Amyloid beta (A-beta) peptide in yeast: Primary Screen; yeast expressing A-beta42, growth rescue, OD600, 48 h; response scale: 0% DMSO, 100% iron-clioquinol control; Potency, µM (highest dose often 46.1 µM), for inactives: top-dose growth rescue, actives largely listed as activators; 0.063% of 410,000 active; further: nearly all actives have a fitted effect of over 55% in size
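Yeast A-beta toxicity model in growth medium with pinned compounds, 48 h at 30 C; growth read as absorbance at 600 nm. Normalized to FeCl3/clioquinol equimolar mix (positive) and DMSO (negative).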
FUS yeast rescue: qHTS for Suppressors of FUS Proteinopathy: Primary screen using FUS-linked yeast assay; S. cerevisiae FUS-expressing, growth rescue, OD600, 24 h; 0.24% of 390,000 active; Potency, µM (doses to about 76.6 µM), for the others: at the highest dose growth rescue (activation), usual class: activators;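 further: plate controls were DMSO vehicle for no effect and reference control for full effect; nearly all actives have a fitted effect of over 55% in size; some results filed as inactive show a strong effect at the top dose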
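Quantitative HTS measuring growth restoration of FUS-toxic yeast. Galactose-induced cells (OD 0.005) were exposed 24hr at 30C to compounds at several concentrations, then absorbance at 600 nm was recorded.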
* = called active by the depositor; ? = inconclusive; [ ] = remark or other dose. The call rests on the fitted dose curve; in most records, active means well fitted activation curve with a large enough effect; inconclusive means small, poorly fitted or top-dose-only effect; inactive means no such curve, though single readings can be large or run the other way. Potency means the concentration at half of the fitted maximal effect.

SMILES	Abeta rescue	FUS yeast rescue
CCCc1nc2ccccc2n2c(-c3ccccc3)c3c(=O)n(C)c(=O)n(C)c3c12	-15.2%	18.2%
CCN(C(=O)CSc1nc2ccccc2c2nc(CCn3c(C)nc4ccccc43)nn12)c1cccc(C)c1	-22.2%	-7.8%
CCOc1ccccc1CNC(=O)CN1C(=O)CCCc2ccccc21	-52.6%[inhibitor]	4.6%
CC(=O)N1CCCc2ccc(NC(=O)c3ccc(C(F)(F)F)cc3)cc21	-21.2%	14.9%
O=C1c2[nH]nc(-c3ccccc3O)c2C(c2cccc(O)c2)N1Cc1ccncc1 (stereo not drawn)	11.3%	-9.2%
Cc1nc2ccccn2c(=O)c1NC(=O)c1cccc(F)c1	-20.1%	0.0%
Cc1ccc(C)c(N2CCN(CCCNC(=O)c3ccc4nc(N5CCCCC5)sc4c3)CC2)c1	-0.6%	20.2%
Cc1cccc(C)c1-n1ncc(C(=O)NCCN2CCN(C)CC2)c1C1CCN(C(=O)OC(C)(C)C)CC1	10.1%	29.1%
COc1ccc(OC(=O)c2nc(SCc3ccc(C)cc3)ncc2Cl)cc1	-2.4%	-5.2%
CCOC(=O)c1c(C)[nH]c(C)c1S(=O)(=O)N1CCC(C(=O)NCc2cccc(C)c2)CC1	-16.3%	-13.2%
O=C(CCS(=O)(=O)c1cc(Br)cc2c1N(C(=O)C1CC1)CC2)Nc1ccc(Br)cc1F	-11.6%	-0.1%
COc1ccc(OC)c(S(=O)(=O)N2CC=C(c3c(C)n(CC(=O)N4CCCC4)c4ccccc34)CC2)c1	10.5%	?
CCc1cc(C(=O)Nc2cnn(Cc3ccccc3C)c2)no1	-2.1%	7.8%
O=C(Nc1ccc(C(=O)N2CCN(c3ccccc3)CC2)cc1)c1nsc2ccccc12	-3.8%	31.0%
Cc1nc2nc(SCC(=O)N(Cc3ccccc3)C(C)C)nn2c(C)c1Cc1ccccc1Cl	-0.8%	?
CCn1ccc2cc(S(=O)(=O)N3CCC(C(=O)NCc4ccc(OC)cc4)CC3)ccc21	2.8%	0.0%
Cc1c(Cl)cccc1Nc1sc(C(=O)c2ccccc2)c(N)c1S(=O)(=O)c1ccccc1	9.9%	-24.0%
Nc1c(C(=O)Nc2cccc(F)c2)c2ccccn2c1C(=O)c1ccccc1	-9.2%	-1.4%
COc1cc(C2C(C(=O)Nc3ccc(C)cc3C)=C(C)Nc3nc4ccccc4n32)cc(OC)c1OC (stereo not drawn)	-13.2%	-23.6%
COc1ccccc1NC(=O)C1=C(C)Nc2nc(SCc3ccccc3Cl)nn2C1c1cccnc1 (stereo not drawn)	-23.2%	1.3%
CCN(CC)C(=O)Cn1c(=O)n(-c2ccc(C)c(C)c2)c(=O)c2c3c(sc21)CCCCC3	12.5%	-18.5%
Cc1ccc(C(C)C)c(OCC(=O)Nc2ccc(S(=O)(=O)Nc3onc(C)c3C)cc2)c1	-12.4%	12.6%
CCc1ccccc1N(C)C(=O)c1cc2c(Cl)nc3ccc(C)cc3c2s1	2.1%	-15.5%
Cc1cccc(NC(=O)C2CCN(S(=O)(=O)c3c(C)noc3/C=C/c3ccco3)CC2)c1C	4.4%	?
CCOc1ccccc1NC(=O)NCc1noc2ccc(C)cc12	?	19.7%
CCN(CC)c1cc(C)c2cc(NC(=O)/C=C/c3ccccc3OC(C)C)ccc2n1	-24.0%	42.0%
O=C(CNC(=O)c1ccccc1)OCc1cc(=O)n2ccsc2n1	-2.0%	-0.4%
CCn1c(=O)c2sccc2n2c(CCCC(=O)Nc3ccc(OC)c(OC)c3)nnc12	-8.3%	-11.8%
COc1ccc(OC)c(NC(=O)CN2C(=O)c3ccccc3Sc3ccc(C(=O)N4CCCC4)cc32)c1	4.7%	?
COCCNC(=O)c1nn(-c2ccc(C)cc2)c(=O)n(C)c1=O	-14.7%	-20.2%
CCOC(=O)c1ccc(NC(=O)Cn2nc3c4ccccc4n(Cc4cccc(F)c4)cc-3c2=O)cc1	-6.4%	17.3%
Cc1ccc(CCNC(=O)c2cc3c(s2)-c2c(C)cccc2OC3)cc1	-12.8%	-4.5%
COc1cccc(NC(=O)C(C)n2c(=O)cc(C(F)(F)F)c3c(C)nn(C)c32)c1 (stereo not drawn)	-9.9%	-20.9%
COc1cccc(CNC(=O)c2ccc3c(c2)nc2n3CCOC2)c1OC	15.3%	-6.4%
Cn1c(=O)n(C)c2cc(NS(=O)(=O)c3ccc(C(C)(C)C)cc3)c(NCc3ccccc3)cc21	12.3%	?
COc1cccc(Cn2c(=O)n(CC3CCC(C(=O)N4CCCCC4)CC3)c(=O)c3sccc32)c1 (stereo not drawn)	-6.2%	20µM*
Cc1cccc(-c2nc(CSc3nncn4c3cc3oc(C)cc34)c(C)o2)c1	-0.5%	0.5%
CCn1cc(C(=O)NCc2ccc(Cl)cc2)c(=O)c2cc(S(=O)(=O)N(C)C3CCCCC3)ccc21	1.6%	-18.3%
CN1C(=O)c2ccccc2Sc2ccc(NC(=O)COc3ccccc3)cc21	-8.2%	?
CCCC(=O)Nc1cc(C(=O)NCc2ccc(OC)cc2)ccc1S(=O)(=O)c1ccc(Cl)cc1	-16.3%	25.0%

Rewritten as labelled records: four of the compounds above
SMILES: COc1cccc(Cn2c(=O)n(CC3CCC(C(=O)N4CCCCC4)CC3)c(=O)c3sccc32)c1 (stereo not drawn)
  Abeta rescue: -6.2% | FUS yeast rescue: 20µM*

SMILES: CN1C(=O)c2ccccc2Sc2ccc(NC(=O)COc3ccccc3)cc21
  Abeta rescue: -8.2% | FUS yeast rescue: ?

SMILES: COc1cccc(CNC(=O)c2ccc3c(c2)nc2n3CCOC2)c1OC
  Abeta rescue: 15.3% | FUS yeast rescue: -6.4%

SMILES: CCn1cc(C(=O)NCc2ccc(Cl)cc2)c(=O)c2cc(S(=O)(=O)N(C)C3CCCCC3)ccc21
  Abeta rescue: 1.6% | FUS yeast rescue: -18.3%

(next part)
SMILES	Abeta rescue	FUS yeast rescue
O=C(CCC1N=C2c3ccccc3N=C(SCc3cccc(Cl)c3)N2C1=O)NCCc1ccccc1 (stereo not drawn)	15.7%	?
COc1cccc(CNC(=O)c2oc3ccc4c(c3c2C)C(=O)CC(C)(C)O4)c1OC	-4.5%	?
Cc1nc2ccc(S(=O)(=O)NC(CC(C)C)C(=O)N3CCN(c4ccc(F)cc4)CC3)cc2s1 (stereo not drawn)	-7.3%	17.9%
CCCn1cc(S(=O)(=O)c2cc(C)ccc2C)c(=O)c2cc(F)c(N3CCCCCC3)cc21	-5.6%	?
CC(NC(=O)c1ccc2c(c1)CCN2S(=O)(=O)c1ccc(Cl)cc1)c1ccccc1 (stereo not drawn)	-8.5%	4.1%
COc1ccc2c(c1)c(CC(=O)Nc1cc(C)c(OC)c(C)c1)c(C)n2C(=O)c1ccc(Cl)cc1	-2.5%	8.5%
CC(C)CC(=O)Nc1nnc(S(=O)(=O)N(C)Cc2ccc(Cl)cc2)s1	-8.8%	-5.7%
CCOC(=O)c1ccc(NC(=O)Nc2cccc(OCc3cc(=O)n4ccc(C)cc4n3)c2)cc1	6.3%	-8.7%
O=C(Cn1c(SCC(=O)Nc2ccc(F)cc2)nc2ccccc21)NCc1ccc(F)cc1	-10.0%	?
COc1ccccc1NC(=O)Cn1c(=O)n(Cc2ccccc2)c(=O)c2ccccc21	-3.7%	-19.6%
COc1ccc(-c2nc3sc(CCNC(=O)c4ccc(Br)o4)c(C)n3n2)cc1	-25.9%	?
COc1cccc2c1cc1c(=O)n(CC(=O)NCc3ccco3)nc(C)n12	-21.5%	8.0%
CCNC(=O)CCCN1C(=O)CCn2nc(-c3cccn3C)cc21	-10.6%	-10.4%
Cc1ccc(C)c(CSc2nc(-c3ccccc3F)nc3c2Cc2c(CO)cnc(C)c2O3)c1	-11.0%	-9.6%
CCc1ccccc1-n1nnc(-c2nsc(NC(=O)c3ccc(C)c(C)c3)n2)c1C	13.2%	19.3%
O=C(NCc1ccco1)c1ccc2c(c1)N(Cc1ccc(F)cc1)C(=O)c1ccccc1S2(=O)=O	-6.5%	?
CCOC(=O)C1=C(CN2CCCCC2)NC(=O)NC1c1ccc(OC)cc1 (stereo not drawn)	-6.2%	-11.4%
COc1ccc(Cl)cc1NC(=O)N(C)CCc1c(C)nn(C)c1C	-3.8%	15.9%
COc1ccc(-c2cn3nc(N4CCCC(C(=O)NCc5ccccc5OC)C4)sc3n2)cc1 (stereo not drawn)	-6.8%	-5.3%
Cc1ccc(-c2nnc(Nc3ccc(C(N)=O)cc3)c3ccccc23)cc1S(=O)(=O)N1CCCCC1	-9.0%	-2.8%
CCC(CC)C(=O)OCc1cc(=O)n2nc(C3CC3)sc2n1	-17.4%	12.3%
CC(C)Cn1c(=O)c2ccccc2n2c(CCC(=O)Nc3cccc(Cl)c3)nnc12	-19.9%	-2.7%
Cc1ccccc1C(=O)Nc1nnc(SCc2cc(=O)c3c(C)ccc(C)c3[nH]2)s1	-16.7%	9.1%
CCOc1ccc(-c2nc(CSCC(=O)N3CCN(c4ccc(F)cc4)CC3)c(C)o2)cc1	-7.4%	22.7%
Cc1ccc(CN2C(=O)SC(Nc3ccccc3)C2=O)cc1 (stereo not drawn)	22.5%	-7.1%
COc1ccccc1-c1c(C)nn2c(N3CCN(c4ccc(Cl)cc4)CC3)cc(C)nc12	-5.4%	20.6%
CCOC(=O)c1cnc2ccc(OCC)cc2c1Nc1ccc(OCc2ccccc2Cl)cc1	-14.0%	15.0%
COc1ccc(Cl)cc1S(=O)(=O)N1CCN(CC(=O)Nc2ccccc2C(F)(F)F)CC1	-6.5%	-6.9%
COc1cccc(-c2nn3c(=O)cc(CN4CCN(S(=O)(=O)c5ccc(C)cc5)CC4)nc3s2)c1	-2.2%	3.5%
Clc1cccc(CNCCCSc2nnnn2-c2ccccc2)c1	-7.3%	-18.2%
Cc1ccc(CNC(=O)CN(C)S(=O)(=O)c2ccc3c(c2)c(=O)n(C)c(=O)n3C)cc1	-9.2%	-27.9%
Cc1cc(C)c2nc(N3CCCC(C(=O)NCc4ccccc4F)C3)sc2c1 (stereo not drawn)	-7.0%	-18.7%
Cc1ccc(NC(=O)c2ncn(-c3ccccc3)n2)cc1Cl	-6.3%	-0.1%
CCc1ccc(-c2cc(C)no2)cc1S(=O)(=O)N1CCN(c2cccc(Cl)c2)CC1	2.1%	13.6%
COc1ccccc1C(=O)Nc1cccc(C(=O)OCc2cc(=O)n3c4c(sc3n2)CCCC4)c1	-6.7%	29.2%
CC1CCc2c(sc(NC(=O)CCCOc3ccc(C(C)(C)C)cc3)c2C(N)=O)C1 (stereo not drawn)	-13.3%	11.3%
COC(=O)c1ccc2c(c1)N(Cc1ccccc1)C(=O)c1ccccc1S2(=O)=O	-14.7%	-12.3%
Cn1c(=O)n(C)c2cc(N3CCOCC3)c(NS(=O)(=O)c3ccc(F)cc3)cc21	9.2%	17.0%
CC(=O)Nc1ccc(S(=O)(=O)NCC2CCC(C(=O)NCc3ccccc3Cl)CC2)cc1 (stereo not drawn)	-10.5%	1.2%
CCn1cc(C(=O)NCc2ccccc2Cl)c(=O)c2cc(S(=O)(=O)N3CCCCC3)ccc21	-7.0%	6.4%
Cc1ccc(C)c(N2CCN(CCCNC(=O)Cn3ncc4c([nH]c5ccccc54)c3=O)CC2)c1	-5.1%	-14.0%
CCc1ccc2occ(CC(=O)N(Cc3ccc(N(C)C)cc3)C3CCS(=O)(=O)C3)c2c1 (stereo not drawn)	21.7%	35.5%
CCC12CN3CC(CC)(CN(C1)C3c1c[nH]c3ccccc13)C2=O (stereo not drawn)	-15.1%	4.9%
O=C(Nc1ccc(F)cc1F)c1cc2ccc3cccnc3c2[nH]1	7.4%	-9.0%
Cc1cc(-c2ccc(C)c(S(=O)(=O)N3CCOc4ccc(Cl)cc43)c2)on1	-13.5%	20.5%
Cn1nc(C(=O)Nc2ccccc2C#N)c2c1-c1ccccc1SC2	-26.7%	-3.4%
Cc1ccccc1-c1nc(SCC(=O)NCc2ccc(F)cc2)c2c(=O)n(C)c(=O)n(C)c2n1	2.9%	-12.4%
COc1cccc(CNC(=O)Cn2c(C)c3cnn(-c4ccccc4)c(=O)c3c2C)c1	-14.5%	-2.3%
Cc1ccc(C2=NN(CC(=O)NCCc3ccccc3)C(=O)CC2)cc1	13.0%	7.2%
Cc1ccc(-c2cc(C(=O)Nc3ccc(SC(F)F)cc3)no2)cc1F	-7.6%	20.7%
(more compounds)
SMILES	Abeta rescue	FUS yeast rescue
CN(Cc1ccccc1)C(C(=O)NC1CCCCC1)c1ccc(Cl)cc1 (stereo not drawn)	0.0%	-7.4%
CCCOc1ccc(C2c3c(-c4c(C)cc(C)cc4O)n[nH]c3C(=O)N2CCO)cc1 (stereo not drawn)	-17.7%	11.0%
COc1cccc(N2CCN(S(=O)(=O)c3cc(Br)cc4c3N(C(=O)C3CC3)CC4)CC2)c1	10.7%	-17.7%
Cc1ccc(CSc2oc(-c3ccco3)nc2S(=O)(=O)c2ccc(C)cc2)cc1	-7.2%	25.6%
COc1ccc(CCNS(=O)(=O)c2ccc(F)c(C(=O)Nc3ccc(Cl)cc3)c2)cc1OC	-2.4%	?
CC(C)(C)C(=O)Nc1ccc(-c2nc3ccccc3s2)cc1	-6.2%	-16.9%
O=C(Cn1nnnc1-c1ccccc1F)Nc1ccc(F)c(F)c1	-14.2%	-11.7%

High-throughput results deposited in PubChem BioAssay by National Center for Advancing Translational Sciences (NCATS).

An excerpt. The share of hits here may be higher or lower than overall.
